Screening data as filed in PubChem.
MrgX1 ag – human MrgX1 receptor agonism, primary screen. Q96LB2. MrgX1-HEK293 cells, Fluo-4 calcium fluorescence, agonist mode; stronger effect = higher value. B-score at 10 µM. hit rate 0.44% among 310,000;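 active means calcium response B-score plate-corrected fluorescence ratio at least 3 library SD, with starting fluorescence B-score inside 5 SD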
Target sequence (Q96LB2 whole entry, looked up): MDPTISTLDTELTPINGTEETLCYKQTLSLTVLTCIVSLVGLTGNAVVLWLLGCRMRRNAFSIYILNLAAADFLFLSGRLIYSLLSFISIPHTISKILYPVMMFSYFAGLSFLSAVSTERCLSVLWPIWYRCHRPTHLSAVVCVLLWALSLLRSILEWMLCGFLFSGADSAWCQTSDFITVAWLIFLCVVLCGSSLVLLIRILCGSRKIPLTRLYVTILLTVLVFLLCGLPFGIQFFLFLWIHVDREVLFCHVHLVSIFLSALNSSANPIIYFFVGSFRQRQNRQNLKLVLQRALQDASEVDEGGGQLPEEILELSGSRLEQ
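System: HEK293 cells stably expressing human MrgX1 receptor; Dosing: test compound in the initial addition of three; Schedule: overnight plating, then 30 min 37 °C plus 30 min room-temperature dye loading; Detection: kinetic calcium dye fluorescence, Fluo-4 NW; Controls: per-plate positive and negative controls for Z′ factor.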
RGS4 act – RGS4 potentiation or activation; HEK293 M3R/inducible RGS4, carbachol calcium flux Fluo4; stronger effect = lower value; hit rate 0.92% among 310,000; B-score at 10 µM;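 active means B-score of the integrated calcium signal more than 4 SD below the library mean, with starting fluorescence not abnormally high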;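 further: negative B-score means reduced calcium response which marks RGS4 activation or potentiation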
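test system = HEK293 cells with stable M3R and inducible RGS4 | schedule = recording 10 s baseline at 1 Hz, 100 s post-agonist | technique = Fluo4-AM (2 µM) calcium-flux fluorescence, kinetic read | measure = Agonist-evoked peak-minus-minimum fluorescence over baseline, integrated ratio, B score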
MrgX1 antag – antagonists of human MrgX1 receptor; Q96LB2; MRGX1-HEK293 calcium flux, Fluo-4, BAM8-22 antagonism; stronger effect = lower value; B-score at 10 µM; hit rate 1.3% among 310,000; AID 588676;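 active means calcium-response B-score plate-corrected more than 3 library SD below zero, starting fluorescence within 5 deviations, no agonist response on first addition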;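 further: peak minus trough fluorescence over baseline after final BAM8-22 challenge near maximal dose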
HIF act – HIF pathway transcriptional activation; hit rate 0.32% among 300,000; activation, % at 7.5 µM (by protocol); U2OS HRE-luciferase reporter, luminescence; normalized: DMSO 0%, desferrioxamine 100%;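 active means mean activation of at least 10% of the iron chelator positive control signal, with at least half of replicates also reaching 10%; inconclusive means mean and replicate majority disagree about reaching 10%; inactive means mean and most replicates under 10%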
RGS4 inh – inhibitors of human RGS4 | P49798 | HEK293 M3R/RGS4 inducible, Fluo-4 calcium flux; stronger effect = higher value; triggered by carbachol at its EC20 | B-score at 10 µM | hit rate 0.45% among 310,000;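 active means B-score, a plate-corrected calcium signal, over three deviations above library mean, with baseline fluorescence within five deviations of library mean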;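 further: RGS4 expression induced by doxycycline in cells with stable M3 receptor; B-score is computed from the integrated fluorescence ratio over baseline after carbachol; higher B-score means a larger calcium signal and so more RGS4 inhibition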
Target sequence (P49798 whole entry, looked up): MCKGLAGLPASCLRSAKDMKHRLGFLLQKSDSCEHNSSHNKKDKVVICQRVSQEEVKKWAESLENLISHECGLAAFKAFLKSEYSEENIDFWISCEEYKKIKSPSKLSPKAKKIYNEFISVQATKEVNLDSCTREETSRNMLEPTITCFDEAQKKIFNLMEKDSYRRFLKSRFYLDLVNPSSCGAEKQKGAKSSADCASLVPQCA
Platelet DG rel – modulates dense granule release in human platelets. AID 1663. hit rate 0.22% among 300,000. inhibition, %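 (compounds screened at 7.5 µM in platelet-rich plasma)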. human platelet-rich plasma, SFLLRN dense granule ATP release, luminescence;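 active means mean replicate score, as percent of positive control, at or above 50; inconclusive means mean below 50 but at least one replicate at or above 50; inactive means mean and every replicate below 50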
TRPC6 inh – inhibitors of mouse TRPC6 channel. HEK293-TRPC6, membrane potential dye, ACh-evoked depolarization; stronger effect = lower value. B-score at 10 µM. Q61143. hit rate 1.1% among 310,000;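 active means B-score under library mean minus 3 SD, initial fluorescence not abnormally high, positive integrated signal ratio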;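 further: B-score derived from integrated fluorescence ratio over the kinetic read; more negative B-score means stronger inhibition of depolarization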
SKKanGAS inh – inhibitors of SKKanGAS S. pyogenes growth in kanamycin (SK-promoter or general growth effect); BacTiter-Glo, 6 h; inhibition, % at 7.5 µM; hit rate 1.3% among 300,000;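 active means mean replicate score, as percent of positive control median, at least 50; inconclusive means mean below 50 but one replicate at or above 50; inactive means mean and every replicate below 50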;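 further: strain carries kanamycin resistance gene driven by streptokinase promoter and grows in 40 µg/ml kanamycin; loss of luminescence reflects streptokinase promoter inhibition or plain growth inhibition; 0% = median of DMSO wells and 100% = positive control at its reference dose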
MrgX1 allo act – human MrgX1 positive allosteric modulation, primary screen; Q96LB2; MrgX1-HEK293, Fluo-4 calcium flux, FDSS; stronger effect = higher value; B-score at 10 µM; hit rate 0.63% among 310,000; AID 588675;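 active means plate-corrected calcium response at least 3 library SD above typical, normal starting fluorescence, not activating the receptor alone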;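 further: compound read alongside a low EC10 to EC30 dose of BAM8-22 agonist; peak minus trough fluorescence over baseline measured at the second addition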
TRPC4 block – inhibitors of mouse TRPC4 channel; HEK293 TRPC4beta/mu-opioid, DAMGO-evoked Fluo4 calcium flux; stronger effect = lower value; B-score at 10 µM; Q9QUQ5; hit rate 0.39% among 300,000; AID 2247;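 active means B-score over 3 SD under the library average, no early fluorescence shift, positive overall ratio signal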
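test system = HEK293 cells with stable TRPC4beta plus mu-opioid receptor expression | detection = Fluo4 Ca2+ flux fluorescence | read-out = integrated fluorescence ratio relative to baseline, converted to per-well B score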
TRPC6 activator – activates the mouse TRPC6 cation channel; Q61143; B-score at 10 µM; hit rate 0.13% among 310,000; HEK293-TRPC6 membrane potential dye fluorescence; stronger effect = higher value;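 active means B-score of the integrated fluorescence ratio above library mean plus 3 SD, and starting fluorescence ratio within library mean plus 5 SD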;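 further: higher score means more depolarization so channel activation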
Numbers without * were called inactive; i = inactive; ? = inconclusive; nt = no result given.

The line under a structure holds: MrgX1 ag, RGS4 act, MrgX1 antag, HIF act, RGS4 inh, Platelet DG rel, TRPC6 inh, SKKanGAS inh, MrgX1 allo act, TRPC4 block, TRPC6 activator
> COc1cccc(C(=O)Nc2ccc(-c3nnc(-c4ccco4)o3)cc2)c1
  i, i, i, 0.9, i, 5, i, 23, i, i, i
> Cc1cc(C)nc(SCC(=O)N/N=C\c2sccc2C)n1
  i, i, i, -0.3, i, -2, i, -10, i, i, i
> COC(=O)Cc1ccc(NC(=O)c2ccc(C(C)(C)C)cc2)cc1
  i, i, i, -3.6, i, -3, i, 3, i, i, i
> O=C(Nn1c(Cc2cccs2)nc2ccccc2c1=O)c1ccc(F)c(F)c1
  i, i, i, 0.8, i, 1, i, -27, i, i, i
> O=C(COc1ccc(Cl)cc1)Nc1ccc(NC(=O)c2ccco2)cc1
  i, i, i, -0.8, i, -1, i, 0, i, i, i
> Cc1ccc(C(=O)Nc2cccnc2Cl)cc1Cl
  i, i, i, 3.1, i, -6, i, -3, i, i, i
> Cc1cc(C(F)F)n2ncc(C(=O)N3CCc4ccccc4C3)c2n1
  i, i, i, 0.0, i, 9, i, 0, i, i, i
> Cc1ccc(Nc2cc(C)nc3ncnn23)c(Cl)c1
  i, i, i, -0.1, i, 0, i, -3, i, i, i
> O=C(c1cccc2ccccc12)N1CCN=C1SCc1ccc([N+](=O)[O-])cc1
  i, i, i, 0.0, i, -1, i, -4, i, i, i
> CN(CC(=O)Nc1cccc(F)c1)C(=O)CNS(=O)(=O)c1ccc(N(C)C)c([N+](=O)[O-])c1
  i, i, i, -0.8, i, 3, i, -3, i, i, i
> Cc1nnc2ccc(-c3cccc(NS(=O)(=O)c4ccccc4[N+](=O)[O-])c3)nn12
  29*, i, i, 1.1, i, 7, i, 38, i, i, i
> CC1Oc2ccccc2OC1C(=O)Nc1nccs1 (centres undefined)
  i, i, i, 0.7, i, 7, i, -1, i, i, i
> Cc1cc(C(=O)OC(C)C(=O)Nc2nc(-c3ccccc3)cs2)c(C)o1 (centres undefined)
  i, i, i, nt, i, 23, i, -6, i, i, i
> CCc1ccc(/C=C2/Sc3ccccc3N(CC(=O)NCC3CCCO3)C2=O)cc1 (centres undefined)
  i, i, i, 2.3, i, -11, i, 3, i, i, i
> O=C(O)CC(CC(=O)Nc1ccc(N2CCOCC2)cc1)c1ccccc1 (centres undefined)
  i, i, i, 0.6, i, -6, i, 13, i, i, i
> COc1cccc(OC)c1OCCCCCCN1CCN(C)CC1
  i, i, i, -2.2, i, 5, i, -1, i, i, i
> CCN(CC)CCNCc1ccc(Br)cc1OCC(=O)NCc1ccccc1
  i, i, i, -0.3, i, -3, i, 7, i, i, i
> COc1ccccc1-n1c(O)c(C=NCc2ccccn2)c2ccccc2c1=O
  i, i, i, -0.6, i, -7, i, 7, i, i, i
> Cc1cccc(NC(=O)c2cnn(-c3ccc(F)cc3)c2C2CCNCC2)c1C
  i, i, i, -0.2, i, 5, i, -1, i, i, i
> Cc1ccc(S(=O)(=O)N2CCCCC2)cc1NC(=O)CN1C(=O)CN(C)C1=O
  i, i, i, 0.1, i, 1, i, ?, i, i, i
> COc1cccc(CN2CCNC(=O)C2CC(=O)N(C)C2CCCCC2)c1OC (centres undefined)
  i, i, i, 0.6, i, 10, i, -3, i, i, i
> CCOC(=O)N1CCc2[nH]c3ccc(C)cc3c2C1
  i, i, i, 1.0, i, 3, i, -4, i, i, i
> CCN(CC)C(=O)C(=O)c1cn(CCOc2ccccc2)c2ccccc12
  i, -7.1*, i, -0.1, i, 1, i, -2, i, i, i
> O=C(NC(=S)Nc1ccc(S(=O)(=O)N2CCCC2)cc1)C1CCC1
  i, i, i, -0.1, i, -2, i, -3, i, i, i
> COC(=O)CN1C(=O)COc2ccc(S(=O)(=O)NCc3ccc(F)cc3)cc21
  i, i, i, -0.3, i, -18, i, -4, i, i, i
> COC(=O)c1ccc(COc2cc([N+](=O)[O-])cc3cccnc23)o1
  i, i, i, -1.0, i, 3, i, -2, i, i, i
> O/N=C/c1ccnc(SCc2ccccc2)n1
  i, i, i, nt, i, nt, i, -2, i, i, i
> O=C(NCc1cccnc1)c1cnc2sccn2c1=O
  i, i, i, 0.0, i, -7, i, -2, i, i, i
> CCn1cc(C(=O)N[C@H](C(=O)NCCCN2CCOCC2)C(C)C)c(=O)c2cc3c(cc21)OCO3
  i, i, i, 0.1, i, 2, i, 0, i, i, i
> COc1ccc(CC(=O)O/N=C(\N)Cc2ccc(OC)cc2)cc1
  i, i, i, -0.3, i, 3, i, 2, i, i, i
> CCOc1ccccc1NC(=O)N1CCCC1C(=O)Nc1ccc(NC(C)=O)cc1 (centres undefined)
  i, i, i, -0.7, i, 4, i, 1, i, i, i
> O=C(Nc1nn[nH]n1)c1cc(-c2ccc(Cl)c(Cl)c2Cl)nc2ccccc12
  i, i, i, -0.4, i, -8, i, 36, i, i, i
> COc1ccc(NS(=O)(=O)c2cc(N)ccc2N2CCOCC2)cc1
  i, i, i, -1.0, i, 10, i, 2, i, i, i
> COc1ccc(CNC(=O)C(c2ccccc2F)N(C(=O)c2csnn2)C2CC2)cc1 (centres undefined)
  i, i, i, -32, i, -10, i, -12, i, i, i
> O=C(Nc1cccc2nsnc12)c1ccc2c(c1)OCCO2
  i, i, i, 3.1, i, 1, i, 0, i, i, i
> CCC(NC(=O)c1ccccc1NC(=O)c1ccccc1)C(=O)NNC(=O)c1cccnc1 (centres undefined)
  i, i, i, -0.3, i, 1, i, -10, i, i, i
> Cc1nc2scc(C)n2c(=O)c1S(=O)(=O)NCc1ccccc1Cl
  i, i, i, 0.2, i, -22, i, -3, i, i, i
> COCCn1nnnc1CN(CCc1ccc(OC)c(OC)c1)Cc1cc2ccc(C)cc2[nH]c1=O
  i, i, i, -0.1, i, -8, i, -5, i, i, i
> CSc1nc2ccc(S(=O)(=O)Nc3c(C)n(C)n(-c4ccccc4)c3=O)cc2s1
  i, i, i, 0.0, i, -7, i, -7, i, i, i
> COC(=O)C1=C(C)NC(=O)NC1c1ccc(-c2ccc(Cl)cc2)o1 (centres undefined)
  i, i, i, 2.5, i, 2, i, nt, i, i, i
> Cc1ccc(S(=O)(=O)N2CCCC2C(=O)NCc2ccccc2F)cc1 (centres undefined)
  i, i, i, 0.6, i, -5, i, -11, i, i, i
> CCC(=O)Nc1cc(-c2nn3c(C)nnc3s2)ccc1C
  i, i, i, 1.4, i, 1, i, -4, i, i, i
> CC12C=CC3(CN(Cc4ccccc4)C(=O)C3C1C(=O)NC1CC1)O2 (centres undefined)
  i, i, i, -0.1, i, 3, i, 4, i, i, i
> COc1cccc(OC)c1OCC(O)CN1CCN(c2ccccc2)CC1 (centres undefined)
  i, i, i, -0.2, i, -3, i, 1, i, i, i
> O=S(=O)(Nc1nc(SCc2ccc(Cl)cc2)n[nH]1)c1ccccc1
  i, i, i, 0.1, i, 1, i, -12, i, i, i
> Cc1ccc(NC(=O)C2C(C(=O)O)C3C=CC2C32CC2)cc1 (centres undefined)
  i, i, i, 1.1, i, -1, i, 3, i, i, i
> Cc1oc(/N=C/c2ccccc2O)c(C#N)c1C
  i, i, i, -0.4, i, -6, i, 3, i, i, i
> CCCn1c(C)cc(-c2csc(N)n2)c1C
  i, i, i, -0.3, i, -4, i, 5, i, i, i
> COC(=O)c1ccc(OCC(=O)c2ccccc2)cc1
  i, i, i, 4.3, i, 14, i, 1, i, i, i
> Cc1cc2oc(=O)cc(CN3CCC(C)CC3)c2c(C)c1Cl
  i, i, i, 0.1, i, 7, i, 13, i, i, i
> Cc1nc2c(C)cccn2c1C(=O)N/N=C/c1ccccc1[N+](=O)[O-]
  i, i, i, 0.4, i, 7, i, -2, i, i, i
> CCCCSc1nc2ccccc2n1CC(=O)O
  i, i, i, 0.2, i, 1, i, -5, i, i, i
> Cc1cc(C(=O)Nc2ccccc2C(=O)O)ccc1NC(=O)COc1ccccc1Cl
  i, i, i, 0.1, i, 3, i, 20, i, i, i
> COc1ccc(CNC(=O)C2CC(=O)N(c3ccc(OCC(=O)N4C(C)CCCC4C)cc3)C2)cc1 (centres undefined)
  i, i, i, -0.1, i, 4, i, -18, i, i, i
> CN1CCN(C(=O)Cn2ncc3c([nH]c4ccccc43)c2=O)CC1
  i, i, i, -0.2, i, 8, i, -5, i, i, i
> NNC(=O)C1CCCn2c1nc1sc3c(c1c2=O)CCCC3 (centres undefined)
  i, i, i, -0.6, i, -2, i, 2, i, i, i
> CCCn1cnc2c(c1=O)c1nc3ccccc3nc1n2CCc1ccccc1
  i, i, i, nt, i, 0, i, -4, i, i, i
> O=C(C1CCN(c2ccc(N3CCOCC3)nn2)CC1)N1CCc2ccccc2C1
  i, i, i, -0.2, i, -1, i, 1, i, i, i
> CC(C)CC(=O)N1CCN(Cc2ccccc2Br)CC1
  i, i, i, 1.3, i, 2, i, 6, i, i, i
> O=C1CSC(=S)N1/N=C/c1ccc2c(c1)OCCO2
  i, i, i, 0.6, i, 3, i, 8, i, i, i

Following part:
The line under a structure holds: MrgX1 ag, RGS4 act, MrgX1 antag, HIF act, RGS4 inh, Platelet DG rel, TRPC6 inh, SKKanGAS inh, MrgX1 allo act, TRPC4 block, TRPC6 activator
> CCOc1cc(C2NC(=O)NC(O)(C(F)(F)F)C2C(=O)c2ccccc2)ccc1OC (centres undefined)
  i, i, i, -0.1, i, -2, i, 9, i, i, i
> CCOC(=O)c1cnc2c(C)c(Cl)ccc2c1Nc1ccc(S(=O)(=O)Nc2ncccn2)cc1
  i, i, i, -1.2, i, -2, i, 36, i, i, i
> O=C1CC(/C=C/c2ccccn2)=Nc2ccccc2N1
  i, i, i, 0.7, i, -1, i, 1, i, i, i
> O=C(CC(=O)N/N=C\c1ccc([N+](=O)[O-])cc1)NCCc1ccccc1
  i, i, i, 0.4, i, 7, i, 8, i, i, i
> COC1CCN(C(=O)c2ccc3oc(Cc4ccc(Cl)cc4)nc3c2)CC1
  i, i, i, -0.1, i, -4, i, -2, i, i, i
> O=C(Nc1ccc2c(c1)OCO2)c1noc2c1CCCCC2
  i, i, i, 0.8, i, 13, i, -1, i, i, i
